# RNase H inhibition = RNase H inhibition, HIV 1 Gag Pol polyprotein, FRET biochemical assay, screening (AID 372) | HIV-1 RT RNase H, FRET RNA/DNA substrate fluorescence; higher % means a stronger effect | inhibition, % at 10 µM, or IC50 in µM where a hit was titrated | actives 0.77% (n = 100,000); in the data active = inhibition above about 50%
# Numbers without * were called inactive.
SMILES,RNase H inhibition
Cc1cccc(OCC(=O)NCCc2ccccc2)c1,0%
N#CC1=C(N)OC2=C(C(=O)CC(c3ccccc3)C2)C1c1ccc(O)cc1 (stereo not drawn),6%
O=C1NC(=O)N(c2ccc(Br)cc2)C(=O)/C1=C/c1ccc(F)cc1,7%
CCOC(=O)C(CCOc1c(C)cc(Cl)cc1C)C(=O)OCC,12%
CCOC(=O)c1c(NS(=O)(=O)c2ccc(OC)c(OC)c2)sc2c1CCCC2,7%
O=c1c2ccccc2nc(/C=C/c2ccc3c(c2)OCO3)n1-c1ccc2ccccc2c1,6%
CC(=O)c1ccc(NC(=O)c2ccc(OCC(C)C)cc2)cc1,5%
COc1cc(/C=N/NC(=O)c2cccnc2)ccc1OCc1ccc(Cl)cc1Cl,2%
O=C(Nc1ccccc1Br)c1cc(-c2cccs2)nc2ccccc12,12%
CCOC(=O)C1=C(C)N=c2s/c(=C\c3ccc(OCC)c(OCC)c3)c(=O)n2C1c1ccc(C)cc1 (stereo not drawn),4%
S=c1[nH]nc(NNc2ccccc2)n1Nc1ccccc1,6%
CC(=O)C1=C(C)NC(SCC(=O)c2ccc(C)c(C)c2)=C(C#N)C1c1ccccc1Cl (stereo not drawn),29%
O=C1NN(c2ccc(Br)cc2)C(=O)/C1=C\c1ccccc1,9%
O=[N+]([O-])c1ccc(N2CCN(S(=O)(=O)c3ccc4ccccc4c3)CC2)cc1N1CCCC1,5%
COc1ccc(/C=C2\C(=O)NC(=S)N(c3ccc(Br)cc3C)C2=O)c(C)c1,18%
COc1ccc(-c2csc(/C(C#N)=C\c3c[nH]c4ccccc34)n2)cc1,19%
COCCNC(=O)c1cnn2c(C(F)(F)F)cc(-c3ccc(Br)cc3)nc12,15%
CN1CCN(S(=O)(=O)c2ccc3ccccc3c2)CC1,31%
COc1cccc(C(=O)Nc2ccc3oc(-c4cc(Br)ccc4Cl)nc3c2)c1,7%
Cc1cccc(NC2=C(Cl)C(=O)N(c3ccc(Cl)cc3Cl)C2=O)c1C,13%
O=C(Nc1ccc(-c2ccccc2)cc1)c1cccnc1,9%
CCN(CC)c1ccc(C2=NNC(=O)CC2C)cc1[N+](=O)[O-] (stereo not drawn),9%
COc1ccc(/C=N/Nc2cc(-n3cc(C)cn3)ncn2)cc1,0%
COc1cccc(OCc2cc(C3Nc4ccccc4C(=O)N3Cc3ccco3)ccc2OC)c1 (stereo not drawn),11%
CC(C)(C)c1cc(C2Nc3cccc4cccc(c34)N2)cc(C(C)(C)C)c1O,42%

# Rewritten with tabs: part of the list above
SMILES	RNase H inhibition
N#CC1=C(N)OC2=C(C(=O)CC(c3ccccc3)C2)C1c1ccc(O)cc1 (stereo not drawn)	6%
O=C1NC(=O)N(c2ccc(Br)cc2)C(=O)/C1=C/c1ccc(F)cc1	7%
CCOC(=O)C(CCOc1c(C)cc(Cl)cc1C)C(=O)OCC	12%
CCOC(=O)c1c(NS(=O)(=O)c2ccc(OC)c(OC)c2)sc2c1CCCC2	7%
O=c1c2ccccc2nc(/C=C/c2ccc3c(c2)OCO3)n1-c1ccc2ccccc2c1	6%
CC(=O)c1ccc(NC(=O)c2ccc(OCC(C)C)cc2)cc1	5%
COc1cc(/C=N/NC(=O)c2cccnc2)ccc1OCc1ccc(Cl)cc1Cl	2%
O=C(Nc1ccccc1Br)c1cc(-c2cccs2)nc2ccccc12	12%
CCOC(=O)C1=C(C)N=c2s/c(=C\c3ccc(OCC)c(OCC)c3)c(=O)n2C1c1ccc(C)cc1 (stereo not drawn)	4%
S=c1[nH]nc(NNc2ccccc2)n1Nc1ccccc1	6%
CC(=O)C1=C(C)NC(SCC(=O)c2ccc(C)c(C)c2)=C(C#N)C1c1ccccc1Cl (stereo not drawn)	29%
O=C1NN(c2ccc(Br)cc2)C(=O)/C1=C\c1ccccc1	9%
O=[N+]([O-])c1ccc(N2CCN(S(=O)(=O)c3ccc4ccccc4c3)CC2)cc1N1CCCC1	5%
COc1ccc(/C=C2\C(=O)NC(=S)N(c3ccc(Br)cc3C)C2=O)c(C)c1	18%
COc1ccc(-c2csc(/C(C#N)=C\c3c[nH]c4ccccc34)n2)cc1	19%
COCCNC(=O)c1cnn2c(C(F)(F)F)cc(-c3ccc(Br)cc3)nc12	15%
CN1CCN(S(=O)(=O)c2ccc3ccccc3c2)CC1	31%
COc1cccc(C(=O)Nc2ccc3oc(-c4cc(Br)ccc4Cl)nc3c2)c1	7%
Cc1cccc(NC2=C(Cl)C(=O)N(c3ccc(Cl)cc3Cl)C2=O)c1C	13%

# (listing goes on)
SMILES,RNase H inhibition
COc1ccc(Nc2nc(/C=C/c3ccccc3)nc3ccccc23)cc1,42%
COC(=O)c1ccc(Oc2cc(C)nc(-n3nc(C)cc3C)n2)cc1,6%
CCOC(=O)c1c(NC(=O)c2ccc(F)cc2)sc(C(=O)N2CCCCC2)c1C,8%
COc1cc(/C=C2\SC(=S)N(NC(=O)c3ccncc3)C2=O)ccc1OCc1ccccc1Cl,28%
CCc1ccc(OCCCCCCNCCO)cc1,0%
CCOc1ccc(N(CC(=O)Nc2ccc(C)c(C)c2)S(C)(=O)=O)cc1,4%
CCOc1ccc(NCC(=O)N/N=C/c2cccc([N+](=O)[O-])c2)cc1,14%
Cc1cccc(OCCOc2cccc(/C=C3/C(=N)N4N=C(C(F)(F)F)SC4=NC3=O)c2)c1,23%
O=C(Nc1ccc(N2CCOCC2)cc1)c1sc2ccccc2c1Cl,14%
COc1ccc(OC)c(N(CC(=O)Nc2ccc(C(N)=O)cc2)S(=O)(=O)c2ccc(C)cc2)c1,0%
Cc1ccc(S(=O)(=O)Nc2ccccc2/C=N/n2cnnc2)cc1,0%
O=C1c2ccccc2C(=O)C1C1=Nc2ccccc2NC(c2ccccc2)C1 (stereo not drawn),0%
CC1(C)C(=O)N(Cc2ccccc2)c2ccccc2N1C(=O)c1ccc(Cl)cc1,5%
CCOC(=O)c1ccc(-n2c(-c3ccccc3)cc(/C=C(/C#N)C(=O)Nc3ccccc3)c2-c2ccccc2)cc1,14%
CCSCCOC(=O)C1=C(C)NC2=C(C(=O)CC(c3ccccc3)C2)C1c1ccc(OCc2ccccc2)c(OC)c1 (stereo not drawn),16%
Cc1cccc(N2C(=O)c3cccc4c(N5CCOCC5)ccc(c34)C2=O)c1,13%
Cc1cc(Br)ccc1NC(=O)c1ccccc1,2%
CCOc1ccc(C(=O)Nc2cc(C(=O)OC)cc(C(=O)OC)c2)cc1[N+](=O)[O-],10%
O=C(N/N=C/c1c(Br)cc(Br)c(O)c1Br)c1ccccc1[N+](=O)[O-],11%
COCC(C)NCc1cccc(Oc2ccccc2)c1 (stereo not drawn),7%
CCOc1ccc(C2C(C(=O)OC3CCCC3)=C(C)NC3=C2C(=O)CC(c2ccccc2)C3)cc1 (stereo not drawn),6%
CCN(CC)C(=O)c1c(NC(=O)c2cccc(C)c2)sc2c1CCCCC2,27%
COc1ccc(C2CC(=O)C3=C(C2)Nc2ccccc2NC3c2ccccc2)cc1 (stereo not drawn),8%
CN(C)CCCN1C(=O)CSC1c1ccc([N+](=O)[O-])cc1 (stereo not drawn),0%
Cc1ccc(/C=C2/SC(=S)N(CCCC(=O)Nc3cc(Cl)ccc3O)C2=O)cc1,16%
SMILES,RNase H inhibition
CCOC(=O)C1CCCN(S(=O)(=O)Cc2ccccc2)C1 (stereo not drawn),1%
CCOc1cc(/C=C/C(=O)O)cc(I)c1OCC,1%
CC(=O)Nc1ccc(N2Cc3ccccc3C2)cc1,7%
COc1ccc(NC(=O)/C(C#N)=C\c2cc(C)n(-c3ccc(Br)cc3)c2C)cc1,9%
COc1cccc(NC(=O)COc2cc(C)c(Cl)c(C)c2)c1,10%
Oc1c(Br)cc2oc3c(c2c1/C=N/c1ncn[nH]1)CCCC3,10%
CCOc1ccccc1-c1nc(SCC(N)=O)n[nH]1,4%
O=C(Oc1ccc([N+](=O)[O-])cc1)c1ccccc1,11%
O=C(Nc1ccc(-c2nc3ccccc3[nH]2)cc1)c1cccc(Br)c1,34%
Cc1cc(C)c(S(=O)(=O)Nc2cc(C(F)(F)F)ccc2Cl)c(C)c1,1%
COc1cc(C=O)ccc1OCCOc1ccc(C(C)(C)C)cc1,0%
CC(=O)Nc1nc(C)c(-c2csc(Nc3cccc(O)c3)n2)s1,0%
COc1ccc(C(=O)/C=C/c2ccc3c(c2)OCO3)cc1,8%
O=C(CCCSc1nc2sc3c(c2c(=O)[nH]1)CCCC3)NCCO,3%
CC(Sc1ccc(Cl)cc1)C(=O)NC(C)c1ccccc1 (stereo not drawn),9%
COc1ccc(NC(=O)C(=O)N/N=C/c2cccc([N+](=O)[O-])c2)cc1Cl,8%
O=C(CCCN1C(=O)c2ccccc2C1=O)Nc1cccc(I)c1,0%
CCN1C(=O)/C(=C/c2ccc(N3CCCC3)cc2)C(=O)NC1=S,28%
COc1ccc(-n2c(O)c(C=Nc3ccccc3OC)c(=O)[nH]c2=O)cc1,1%
O=C(Cc1ccc(F)cc1F)Nc1ccc(F)cc1,6%
CCc1ccccc1NC(=O)CCc1ccccc1,0%
CC(C)(C)C1(C)OC(=O)C(=Cc2ccc(-c3ccc(C(=O)O)cc3)o2)C(=O)O1 (stereo not drawn),5%
CCc1ccc(OCc2nnc(N)s2)cc1,2%
COc1ccc(-n2c(-c3ccc(C)cc3)n[nH]c2=S)cc1,2%
O=C(O)CCC(=O)N1N=C(c2ccc([N+](=O)[O-])cc2)CC1c1ccc(Br)cc1 (stereo not drawn),9%
SMILES,RNase H inhibition
CCCCCCOc1ccc(N2C(=O)CC(NCCc3ccc(OC)cc3)C2=O)cc1 (stereo not drawn),19%
O=C(NCc1ccc(Cl)cc1Cl)C(=O)NC1CCCCC1,13%
Cc1ccc(Cl)cc1NC(=O)/C=C/c1cccc([N+](=O)[O-])c1,37%
CN(C)CCCNC(=O)c1ccc(N(C)S(=O)(=O)c2ccccc2)cc1,4%
Cc1ccc(-n2[nH]c(C)c(C=Nc3ccc(S(=O)(=O)Nc4nccs4)cc3)c2=O)cc1,10%
COc1ccc(CC(=O)Nc2sc3c(c2C#N)CCCC3)cc1OC,13%
CCCCOc1ccc(C(=O)NC(=S)Nc2ccc(Cl)c([N+](=O)[O-])c2)cc1,12%
CCSCCOC(=O)C1=C(C)NC2=C(C(=O)CC(C)(C)C2)C1c1ccc(OC)c(O)c1 (stereo not drawn),21%
COc1ccc(CCNc2nc3c(c(=O)n(C)c(=O)n3C)n2C)cc1OC,15%
CCN(CC)c1ccc(NC(=O)c2ccc(F)cc2)cc1,15%
COc1ccc(S(=O)(=O)N2CCN(CCN3C(=O)c4cccc5cccc(c45)C3=O)CC2)cc1,15%
COCCNC(=O)c1nn2c(C(F)(F)F)cc(-c3ccc(C)cc3)nc2c1Cl,4%
CCOC(=O)C1=C(C)NC2=C(C(=O)CC(c3ccc(Cl)cc3)C2)C1c1cc(OC)c(OC)c(OC)c1 (stereo not drawn),1%
Cc1ccc(N2C(=O)CC(NC3CCN(Cc4ccccc4)CC3)C2=O)cc1 (stereo not drawn),6%
Cc1cccc(C(=O)Oc2ccc(C(C)(C)c3ccccc3)cc2)c1,34%
Cc1onc(-c2c(Cl)cccc2Cl)c1C(=O)N1CCN(Cc2ccccc2)CC1,20%
CCOc1ccc(Br)cc1C=Nc1c(C)n(C)n(-c2ccccc2)c1=O,5%
CCCOC(=O)c1ccc(NC(=O)Nc2ccc(Cl)cc2)cc1,15%
Cc1ccc(C=C2C(=O)c3ccccc3C2=O)o1,5%
COc1cccc(/C=C2\C(=O)NC(=O)N(c3ccc(Br)c(C)c3)C2=O)c1OC,1%
Cc1ccc(N=Cc2ccc(C=Nc3ccc(C)c(I)c3)cc2)cc1I,34%
CCOC(=O)C1=C(C)N(C)C(=O)NC1c1ccccc1I (stereo not drawn),16%
C=CCN1C(=O)/C(=C/c2cc(C)n(-c3ccc(N(C)C)cc3)c2C)C(=O)NC1=S,15%
O=C(O)c1cccc(NC(=O)c2ccc(NC(=O)c3cccs3)cc2)c1,11%
COCCNC(=O)c1ccc(Cl)cc1Cl,3%
SMILES,RNase H inhibition
COc1ccc(C(=O)/C=C/c2ccccc2[N+](=O)[O-])cc1OC,10%
O=C1/C(=C\c2ccc(F)cc2)SC(=S)N1CN1CCCCC1,2%
O=C(N/N=C/c1ccc(-c2ccccc2[N+](=O)[O-])o1)c1ccccc1,15%
CCOC(=O)c1sc(NC(=O)c2ccc(C)cc2)c(C(=O)OCC)c1C,2%
CCOC(=O)C(CCCOc1cccc(C)c1C)C(=O)OCC,14%
CC(C)C(=O)NC(Nc1ccccc1F)C(Cl)(Cl)Cl (stereo not drawn),6%
COc1ccccc1NC(=O)C1=C(C)NC(=O)NC1c1cccs1 (stereo not drawn),8%
CCNC12CCCCC1=Cc1cc([N+](=O)[O-])ccc1O2 (stereo not drawn),12%
O=C(NCCO)c1ccc(Oc2ccc(C(=O)NCCO)cc2)cc1,10%
CCOC(=O)C1=C(C)NC2=C(C(=O)CC(c3ccc(Cl)cc3)C2)C1c1ccccc1Cl (stereo not drawn),11%
COc1ccccc1-c1c(C)[nH]n2c(=O)cc(C(C)C)nc12,12%
Cc1cccc(C(=O)NNC(=O)c2ccc(-c3ccccc3)cc2)c1,0%
COc1ccc(OC)c(CN2CCN(Cc3cc(OC)c(OC)cc3OC)CC2)c1,18%
Cc1cc2c(c(=O)o1)C(c1cccc(Oc3ccccc3)c1)C(C#N)=C(N)O2 (stereo not drawn),26%
O=C1c2ccccc2C(=O)N1c1ccc(O)cc1,6%
COc1ccc(OCC(=O)Nc2cc(OC)cc(OC)c2)cc1,2%
Cc1ccc(SCC(=O)N2CCC(Cc3ccccc3)CC2)cc1,43%
O=C(NNC(=O)c1ccc(S(=O)(=O)c2ccccc2)cc1)c1ccc(Br)cc1,0%
O=C1/C(=C/c2cccnc2)SC(=S)N1c1cccc(F)c1,3%
COC(=O)c1ccccc1NC(=O)c1ccc(CN2CCOCC2)cc1,3%
Cc1ccc([N+](=O)[O-])cc1NC(=S)NC(=O)c1ccccc1Cl,11%
Cc1cc(I)ccc1NC(=O)CCN1C(=O)c2ccccc2C1=O,11%
NC(CC(=O)O)c1ccc(Br)cc1 (stereo not drawn),3%
COc1cc(NC(=O)c2ccc(Cl)c([N+](=O)[O-])c2)ccc1NC(=O)c1cc2ccccc2o1,38%
Cc1cc(C)c(O)c(N=Cc2ccc(Cl)c([N+](=O)[O-])c2)c1,10%
Cc1cnnn1-c1ccc(C(=O)/C=C\c2ccco2)cc1,8%
COC(=O)C1=NNC2(C)C(=O)N(c3ccccc3C)C(=O)C12 (stereo not drawn),6%

# Screening data deposited in PubChem BioAssay by MTDP.

# A portion of the library. The share of hits here may be higher or lower than overall.
